hERG WT inh – blocks the wildtype human KCNH2 potassium channel; Q12809; U2OS, BacMam KCNH2, thallium flux FluxOr; stronger effect = lower value; activity change, % at 1.84 µM; actives 0.37% (n = 340,000); AID 720551;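 active means maximum activity change below -70%; inconclusive means maximum activity change between -70% and -50%; inactive means maximum activity change above -50%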
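U2OS cells transduced with wild-type KCNH2 virus are loaded with FluxOr dye for 45 min, and thallium flux is measured in kinetic reads before and after stimulation buffer. Rate constants are normalized to DMSO controls.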
Eya2 phos inh – inhibitors of human Eya2 phosphatase activity; O00167; recombinant Eya2, OMFP fluorescence dephosphorylation (OMFP is methylfluorescein phosphate); Potency, µM (titrated, usually from 76.9 µM), for the others: top-dose activity, negative = inhibition, hits mostly inhibitors; actives 0.006% (n = 330,000); further: potency means the concentration at half of the fitted maximal effect
Target sequence (O00167 whole entry, looked up): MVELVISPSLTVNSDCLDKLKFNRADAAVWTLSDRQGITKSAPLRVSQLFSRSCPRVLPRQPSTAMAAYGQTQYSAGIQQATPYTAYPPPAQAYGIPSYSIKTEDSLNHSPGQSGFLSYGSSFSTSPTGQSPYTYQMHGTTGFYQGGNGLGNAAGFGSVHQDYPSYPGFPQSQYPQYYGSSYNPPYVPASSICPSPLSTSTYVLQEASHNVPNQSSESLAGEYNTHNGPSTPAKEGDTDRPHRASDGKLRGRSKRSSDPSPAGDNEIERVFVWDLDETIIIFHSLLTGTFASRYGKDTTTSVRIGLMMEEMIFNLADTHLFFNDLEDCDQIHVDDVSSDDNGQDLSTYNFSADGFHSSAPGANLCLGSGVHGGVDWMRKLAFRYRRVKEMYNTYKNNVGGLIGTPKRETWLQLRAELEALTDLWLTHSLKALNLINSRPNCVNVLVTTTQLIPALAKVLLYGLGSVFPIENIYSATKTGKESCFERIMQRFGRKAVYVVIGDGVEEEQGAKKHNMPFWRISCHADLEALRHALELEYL
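Eya2 protein (added as 0.2 uM solution) was preincubated with compound for 10 min at ambient temperature in 50 mM HEPES pH 7.5, 50 mM NaCl, 5 uM MgCl2, 0.05% BSA, 1 mM DTT. OMFP (added at 50 uM) then reacted 10 min; fluorescence read at 485/525 nm.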
Coupling enz – counter-screen for Giardia aldolase inhibitors: coupling enzyme system; coupling enzyme system counterscreen, AmpLite Red fluorescence; activity change, negative = inhibition, % at 58.2 µM, hits read low; actives 0.67% (n = 290,000); in the data active means activity change below about -30%
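Fluorescence at 525 nm excitation and 598 nm emission measured inhibition of the coupled detection system without aldolase. Compounds (at 57.5 uM final) were preincubated 10 min at room temperature with coupling enzyme reagent before a 20 min substrate/AmpLite Red step.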
Giardia kill – Giardia lamblia killing. Giardia lamblia trophozoite viability. activity change, % at 7.66 µM, hits read low. actives 0.15% (n = 340,000); in the data active means activity change below about -80%; inconclusive means between about -30% and that limit;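 further: parasites exposed to compound for two days anaerobically before the ATP read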
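ATP-content bioluminescence gauges trophozoite survival. Cells (100/well) receive compound and incubate anaerobically for 48 hrs at 37 deg C; detection reagent follows for 15-30 min at room temperature.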
KCNH2 3.1 block – inhibitors of human KCNH2 3.1 potassium channel isoform | U2OS KCNH2 3.1, thallium flux FluxOr; stronger effect = lower value | activity change, % (tested at about 1.8 µM) | actives 0.95% (n = 340,000) | AID 720553;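 active means maximum activity change below -70%; inconclusive means maximum activity change from -70% to -50%; inactive means maximum activity change above -50%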;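 further: thallium influx rate constant from kinetic fluorescence after stimulation buffer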
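Thallium flux read-out: FluxOr dye with Red40 quencher in HBSS/HEPES, 45 min at RT. Rate constants from kinetic reads were normalized to positive and negative DMSO controls. Cells: U2OS virally expressing the 3.1 isoform.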
USP2a block – USP2a (human) protease inhibition | O75604 | USP2 core, Ub-CHOP2 coupled fluorogenic reporter, 485/531 | Potency, µM (top dose mostly 38.3 µM), for inactives: top-dose activity change, negative = inhibition, hits mostly inhibitors | actives 0.01% (n = 330,000) | AID 463254;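 further: potency means the concentration at half of the fitted maximal effect; plate controls were DMSO wells for no effect and full inhibition by NEM control for full effect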
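Deubiquitinase activity read as fluorescence (485/531 nm) after Ub-CHOP2 cleavage activates the enterokinase reporter on its substrate; USP2 core 10nM, Ub-CHOP2 and substrate 25nM each, 30min compound preincubation then 60min RT; data normalized to NEM, curves fitted.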
uPA generation – inhibitors of cell surface uPA generation; cell surface uPA generation assay, qHTS; Potency, µM (top dose mostly 38.3 µM), inactives show at the top dose activity change, negative = inhibition, most hits filed as inhibitors; actives 0.31% (n = 330,000); AID 540303; active means well fitted inhibition curve with a large enough effect; inconclusive means small, poorly fitted or top-dose-only effect; inactive means no such curve, though single readings can be large or run the other way; tested in mouse RAW 264.7 cells; further: potency means the concentration at half of the fitted maximal effect; nearly all actives have a fitted effect of over 55% in size
GALK inh – blocks human galactokinase activity; P51570; Purified GALK, Kinase-Glo residual ATP luminescence; Potency, µM (highest dose often 57.5 µM), without a hit: at the top dose activity change, negative = inhibition, most hits filed as inhibitors; AID 1868; actives 0.007% (n = 270,000); further: potency means the concentration at half of the fitted maximal effect
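GALK at 5 nM final was combined with compound, 35 uM ATP and 100 uM galactose in HEPES pH8.0 with MgCl2 and DTT. The reaction ran one hour at room temperature before luminescent ATP detection.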
PKM2 act – PKM2 (human) enzyme activation. purified PKM2, Kinase-Glo ATP luminescence, activation; response scale: 0% is enzyme alone, no compound. AID 1631. actives 0.34% (n = 260,000). P14618. Potency, µM (titrated, usually from 57.5 µM), for the others: at the top dose activation, most hits filed as activators; further: potency means the concentration at half of the fitted maximal effect; nearly all actives have a fitted effect of over 55% in size
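Purified hPK-M2 (>95% pure) converted ADP (0.1 mM final) to ATP with 0.5 mM PEP in 50 mM imidazole pH7.2, KCl, MgCl2, Tween 20, BSA; 1 h at room temperature. ATP detected by Kinase-Glo luminescence.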
B2AR arrestin – recruits beta-arrestin to the human beta2-adrenergic receptor; Potency, µM (highest dose often 46.1 µM), inactives show at the highest dose activation, most hits filed as activators; AID 492947; actives 0.02% (n = 330,000); beta-arrestin recruitment to beta2AR, cell-based reporter;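 further: potency means the concentration at half of the fitted maximal effect; 0% = DMSO controls and full agonism = EC100 isoproterenol or metaproterenol; nearly all actives have a fitted effect of over 65% in size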
Target sequence (P07550 whole entry, looked up): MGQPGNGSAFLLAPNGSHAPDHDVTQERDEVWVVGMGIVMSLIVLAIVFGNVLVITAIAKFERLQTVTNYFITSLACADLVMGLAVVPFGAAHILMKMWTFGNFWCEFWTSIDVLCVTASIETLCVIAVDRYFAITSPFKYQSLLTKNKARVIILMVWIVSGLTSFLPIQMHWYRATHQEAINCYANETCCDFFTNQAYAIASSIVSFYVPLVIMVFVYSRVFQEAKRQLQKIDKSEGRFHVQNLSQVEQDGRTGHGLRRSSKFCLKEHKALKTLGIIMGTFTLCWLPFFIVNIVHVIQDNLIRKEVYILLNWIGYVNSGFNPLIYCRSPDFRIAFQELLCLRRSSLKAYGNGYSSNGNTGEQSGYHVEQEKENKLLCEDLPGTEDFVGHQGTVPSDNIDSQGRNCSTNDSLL
BCR signal inh – chronic active BCR signaling inhibition; Potency, µM (doses to about 46.1 µM), for inactives: at the highest dose ratio change, negative = lower green/red ratio, usual class: inhibitors; actives 0.05% (n = 340,000); ABC-DLBCL IkBa-CBG/CBR reporter, luminescence ratio, 4 h; active means well fitted inhibition curve with a large enough effect in the signal ratio, with a control signal flat, not every such curve was filed as active; inconclusive means small, poorly fitted or top-dose-only effect, or effect the other way, or a change in a side signal; the % refers to the signal ratio;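 further: potency means the concentration at half of the fitted maximal effect; plate controls were basal doxycycline-induced cells for no effect and cells given 10 µM MG132 for full effect; MG132 reads +100%, hits lower the ratio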
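Doxycycline induced both beetle luciferases in TMD8 lymphoma cells; IKK-driven degradation limits the IkappaBalpha-fused green signal, while red luminescence normalises for cell number and nonspecific effects. Compounds tested up to 46 uM, 4 hrs.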
* marks the source's active call; other numbers are inactive results; ? = inconclusive; . = not tested or not shown; [ ] = remark or other dose. Unless noted, the call rests on the fitted dose curve; in most records, active means well fitted curve in the direction sought with a large enough effect; inconclusive means small, poorly fitted or top-dose-only effect, or another doubt; inactive means no such curve, though single readings can be large; an effect the other way counts as inactive or inconclusive. Unless noted, on the % scale 0 is the no-effect control and ±100 the full control effect. Outcome played no part in choosing rows, and some 2.4% of all compounds hit somewhere here.

SMILES	hERG WT inh	Eya2 phos inh	Coupling enz	Giardia kill	KCNH2 3.1 block	USP2a block	uPA generation	GALK inh	PKM2 act	B2AR arrestin	BCR signal inh
CCCCC(=O)Nc1nn(CC(C)C)c2nc3ccccc3cc12	1	4%	0	-3	-11	0%	7%	3%	-3%	-0.9%	2%
CCCS(=O)(=O)c1c(S(=O)(=O)CCC)c2c(N)cccn2c1C(=O)OC	2	1%	-12	-26	3	5%	-1%	5%	1%	-0.5%	-9%
O=C(Nc1sc2c(c1C(=O)N1CCOCC1)CCCCC2)c1cccnc1	4	-3%	1	43[activator]	-13	-1%	-6%	16%	.	3.0%	2%
Cc1cccc(Nc2ccccc2C(=O)NCc2ccco2)c1C	2	-31%	-1	-4	-23	3%	-11%	-2%	1%	-0.3%	3%
CC1=CC(=O)c2c(O)ccc(O)c2C1=O	.	-5%	-22	.	.	?	.	-1%	-26%	3.3%	8%
CCN1CCc2nc(N)sc2C1	-3	4%	-4	1	7	3%	0%	-2%	-5%	0.2%	7%
Cn1c(=O)c2[nH]c(CNCc3ccccc3Cl)nc2n(C)c1=O	9	9%	4	9	-1	3%	-5%	3%	-16%	-0.3%	?
Cc1cc(Cl)ccc1OCC(=O)N1CCN(c2ncccn2)CC1	-3	-2%	1	-5	1	-1%	.	-3%	-2%	0.0%	-10%
CCOC(=O)c1[nH]c2ccccc2c1NC(=S)Nc1cc(C)ccc1C	-8	-6%	0	0	-13	-6%	-14%	.	-14%	-0.1%	-1%
O=c1c2[nH]cnc2n(-c2ccc(F)cc2)c(=O)n1Cc1ccccc1	6	16%	0	12	-2	-2%	-12%	-3%	.	-0.5%	3%
CCC1(c2ccc(F)cc2)NC(=O)N(CC(=O)N2CC(=O)Nc3ccccc32)C1=O (stereo unspecified)	6	9%	.	14	-8	0%	15%	.	.	-0.3%	-4%
CCOC(=O)C1=C(C(C)=O)C(c2cccnc2)C(C#N)=C(N)O1 (stereo unspecified)	-5	13%	-34*	3	1	3%	-5%	1%	-1%	0.0%	11%
Cc1ccccc1-c1nc(CS(=O)(=O)CC(=O)NC2CCCC2)c(C)o1	2	2%	4	-25	-14	4%	2%	0%	.	0.3%	-20%
COC(=O)c1cc(C(=O)Nc2nnc(CC(C)(C)C)s2)cc([N+](=O)[O-])c1	7	1%	4	-8	5	4%	1%	0%	-7%	2.1%	1%
CCCc1ccc(OCc2ccc(C(=O)N3CCSCC3)o2)cc1	1	-9%	1	4	0	-6%	-3%	-2%	.	-0.1%	?
COc1cc(CC(=O)O)ccc1OCc1ccccc1	3	4%	-2	17	-3	4%	1%	.	-2%	-0.2%	-1%
CCOC(=O)c1ccc(N2C=C(C(=O)OC)C(c3cccc(O)c3)C(C(=O)OC)=C2)cc1	5	3%	-1	-19	6	6%	-1%	-3%	.	-0.9%	2%
Cc1ccc(OCc2nnc(SCc3ccc(C#N)cc3)n2-c2ccc(C)cc2)cc1	7	4%	0	-11	-22	2%	.	-2%	3%	0.2%	?
Cc1c(C(C)C)c(=O)n(-c2ccc(S(=O)(=O)NC3CCCCC3)cc2)n1C	-3	-23%	2	-2	-1	0%	-5%	4%	6%	-0.3%	?
CCOC(=O)c1c(C)[nH]c(C)c1C(=O)COC(=O)c1ccc(S(=O)(=O)N(CC)CC)cc1	-10	-14%	-1	-13	1	-1%	.	-1%	9%	0.4%	3%
Cc1ccc(N2CC(C(=O)N3CCOCC3)CC2=O)cc1Cl (stereo unspecified)	2	1%	1	-3	-3	-3%	2%	6%	.	-0.3%	8%
Cc1cc([N+](=O)[O-])ccc1NC(=O)Nc1ccc(F)cc1F	2	5%	-5	2	4	2%	.	-2%	0%	0.0%	1%
O=C1CCC(=O)N1c1ccc(S(=O)(=O)N2CCCC2)cc1	-1	-3%	0	14	4	-2%	-10%	-2%	1%	-0.3%	1%
COc1ccc2[nH]c3c(=O)n(CCCCC(=O)NCCC(C)C)c(=S)[nH]c3c2c1	.	-2%	4	15	-12	-1%	7%	-2%	-1%	-0.4%	?
Cc1cccc(C2NC(=O)c3c(sc(C)c3C)N2)c1O (stereo unspecified)	-1	13%	-4	-3	-4	4%	5%	-1%	0%	0.0%	7%
Cc1ccc(NS(=O)(=O)c2ccc(C(=O)NNC(=O)c3ccccc3O)cc2)cc1	-13	1%	.	-6	7	-1%	-11%	.	.	-0.4%	?
COc1ccccc1N1CCN(c2nnc(-c3ccc(F)cc3)c3ccccc23)CC1	-11	2%	-1	21	6	1%	-4%	-3%	3%	-0.1%	5%
CCN1C(=NCCCCO)N[C@@H](c2ccccc2)C(C(=O)OC)=C1C	.	12%	0	.	.	2%	.	.	0%	0.1%	-2%
COc1ccccc1NC(=O)NNC(=O)C(C)Oc1ccc2ccccc2c1 (stereo unspecified)	-7	-4%	5	-9	-5	0%	6%	-1%	1%	-0.3%	?
Cc1cccc2c1[nH]c1nc(N/N=C\c3ccco3)nnc12	.	-5%	-2	.	.	-1%	.	0%	-1%	-0.6%	?
COc1cc(/C=C/C(=O)N(C)c2ccccc2C(=O)O)cc(OC)c1OC	-3	-15%	4	11	-9	3%	4%	-6%	-1%	0.4%	1%
COc1cccc(NC(=O)c2oc3ccccc3c2NC(=O)c2ccc3c(c2)OCO3)c1	25	-1%	1	-24	-15	4%	.	2%	-5%	-0.6%	?
CCOc1ccc(NC(=O)c2ccccc2NC(=O)CN2CCCCCC2)cc1	2	0%	.	4	-2	-8%	-4%	.	.	-0.9%	-16%
COc1ccccc1CNC(=O)c1ccc(NC(=O)CC2SC(N3CCCC3)=NC2=O)cc1 (stereo unspecified)	1	-22%	.	0	-11	-1%	2%	.	.	0.5%	-1%
COc1ccc(CCN2C(=O)CS/C2=N\NC(=O)c2ccc(C(C)(C)C)cc2)cc1OC	-3	-9%	-1	-7	0	3%	-3%	0%	-2%	7.4%	-12%
O=C(c1cc2cc([N+](=O)[O-])ccc2oc1=O)N1CCOCC1	-4	-1%	1	3	-8	1%	2%	3%	-5%	0.0%	?
Cc1ccc(CCNC(=O)CN2C(=O)COc3ccc(S(=O)(=O)N4CCC(C)CC4)cc32)cc1	6	-11%	-1	38[activator]	-8	-5%	?	7%	.	0.2%	10%
C=CCNC(=O)NC(=S)c1ccccc1	-2	-2%	1	7	-9	0%	-2%	1%	-14%	-0.1%	-6%
CCOP(=O)(OCC)c1nc(-c2cccc3ccccc23)oc1NCCc1ccc(OC)cc1	-11	-6%	-4	?	-3	1%	0%	0%	-4%	-2.9%	-8%
O=S1(=O)N=C(N2CCOCC2)c2ccccc21	-7	-4%	-2	3	16	2%	3%	-1%	-6%	2.8%	-1%
COCCC1CCCCN1Cc1cn(-c2ccccc2)nc1-c1ccc2c(c1)OCO2 (stereo unspecified)	0	-8%	0	6	14	2%	6%	3%	6%	0.6%	?
Cc1c(-c2ccccn2)c(=O)[nH]n1-c1ccc(F)cc1	-12	-7%	-3	-2	14	9%	-7%	-3%	-7%	-0.2%	-1%
CCOC(=O)N1CCN(C(=O)CCN2C(=O)COc3ccc(C)cc32)CC1	2	-5%	-1	-19	11	2%	.	2%	-1%	-0.1%	-11%
O=c1c(Cc2c(F)cccc2Cl)c(O)ccn1CCCn1ccnc1	.	9%	0	5	8	-3%	2%	1%	0%	-0.3%	-9%
Cc1nn(Cc2ccc([N+](=O)[O-])cc2)c(=O)n1-c1ccc(Cl)cc1	3	-2%	-1	-14	-78*	2%	1%	-2%	-3%	0.0%	0%
CCOC(=O)c1c(N)nn(C(=O)c2ccccc2)c1-c1ccccc1	4	4%	0	4	2	0%	-9%	-1%	-3%	0.0%	4%
Cc1cc(C)cc(NC(=O)CC2NCCNC2=O)c1 (stereo unspecified)	7	8%	4	0	2	1%	.	-1%	-3%	14%	11%
NC(=O)c1ccsc1NC(=O)C1CCCN1S(=O)(=O)c1ccc(Cl)cc1 (stereo unspecified)	0	2%	-1	5	-1	1%	4%	1%	-4%	0.2%	1%
C[C@H]1COC(=O)[C@H](CC(=O)OC(C)(C)C)C/C=C\C[C@H](CC(=O)N(CCO)Cc2ccccc2)C(=O)N1	-6	2%	.	3	-16	4%	12%	.	.	-0.2%	5%
COc1cc(C(=O)NC2CCCc3c2cnn3-c2ccccc2F)cc(OC)c1OC (stereo unspecified)	-3	-9%	.	16	5	2%	-8%	6%	.	0.1%	-4%
CC(=O)NCCCc1nc2ccccc2n1Cc1ccc(C)cc1	-3	23%	2	13	-3	1%	-3%	1%	0%	0.0%	-15%
